HCMV inh: blocks human cytomegalovirus replication | hit rate 4.5% among 410,000 | activity change, negative = inhibition, % at 57.5 µM | HFF cells, HCMV-luciferase reporter, 72 h; stronger effect = lower value; in the data active = activity change below about -60%; inconclusive = no clear call, values can overlap the other calls; inactive = above about -39%
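Two-dose cell screen: HFF monolayers treated with compounds and infected with luciferase-expressing HCMV at 1 PFU/cell, 72 h at 37C, then lysed for luciferase measurement.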
AmpC inh detg: inhibitors of E. coli AmpC beta-lactamase with detergent; P00811; AmpC hydrolysis of nitrocefin, absorbance 480 nm, 0.01% Triton; Potency, µM (titrated, usually from 114 µM), for the others: top-dose activity change, negative = inhibition, hits mostly inhibitors; hit rate 0.041% among 370,000; active = well fitted inhibition curve with a large enough effect; inconclusive = small, poorly fitted or top-dose-only effect;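 note: potency is the fitted concentration of half-maximal effect; 0% = no-compound wells and -100% = no-enzyme wells; nearly all actives have a fitted effect of over 25% in size; some results filed as inactive show a strong effect at the top dose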
Target sequence (P00811 whole entry, looked up): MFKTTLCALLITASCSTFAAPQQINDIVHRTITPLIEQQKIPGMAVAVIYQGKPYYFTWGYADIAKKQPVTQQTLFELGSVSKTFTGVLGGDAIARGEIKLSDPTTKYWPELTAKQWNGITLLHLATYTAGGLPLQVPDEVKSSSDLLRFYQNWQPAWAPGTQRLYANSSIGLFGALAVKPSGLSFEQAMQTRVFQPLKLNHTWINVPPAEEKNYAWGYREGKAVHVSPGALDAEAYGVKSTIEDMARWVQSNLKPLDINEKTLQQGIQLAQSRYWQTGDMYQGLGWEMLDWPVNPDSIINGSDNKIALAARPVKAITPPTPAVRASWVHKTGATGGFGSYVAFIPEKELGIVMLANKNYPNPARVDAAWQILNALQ
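AmpC (5.3 nM in the dispensed reagent) in 20 mM phosphate pH 7.0 with 0.01% (detergent screen) or 0.0001% Triton X-100 was preincubated with compounds for 15 min at room temperature. Nitrocefin was then added from an 800 uM solution, and hydrolysis was followed at 480 nm.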
The depositor's hits bear a star; ? = inconclusive. Unless noted, % is set by controls: 0 for no effect and ±100 for the full control effect. An excerpt, so the mix of outcomes need not match the whole.

SMILES | HCMV inh | AmpC inh detg
Cc1ccc(NC(=O)CN2CCN(c3ccccc3F)CC2)cc1F | 5 | 20%
Cc1ccc(-n2c(=O)c3c4c(sc3n(CC(=O)Nc3ccccc3C)c2=O)CCCCC4)cc1C | 7 | 5%
CCc1ccccc1OCC(=O)Nc1ccc(S(=O)(=O)Nc2nc(C)cc(C)n2)cc1 | ? | 27%
COc1ccc(OC)c(NC(=O)CSc2ccc(-c3sc(C)nc3C)nn2)c1 | 7 | 1%
COc1ccccc1NC(=O)CN1C(=O)C(c2ccc(F)cc2)=NC1(C)C | -9 | 17%
Cc1cc(C)c(NC(=O)Cn2nc3c(cc2=O)CCCC3)c(C)c1 | 13 | 3%
Cc1nn(-c2ccccc2)c2c1cc1c(=O)[nH]c(=O)nc-1n2-c1cccc(C(F)(F)F)c1 | -4 | 2%
Cc1ccc(C(=O)c2oc3ccccc3c2NC(=O)COc2ccccc2C)cc1 | 11 | 24%
COc1cc(NC(=O)c2cc(S(=O)(=O)N3CCC(C)CC3)cn2C)cc(OC)c1OC | -102* | 19%
COC(=O)c1ccc(OCC2c3cc(OC)c(OC)cc3CCN2C(=O)COc2ccc(Cl)cc2)cc1 (stereo not given) | 14 | -2%
COCCCN1C(=O)c2ccccc2CC1(C)C(=O)NC1CCCCC1 (stereo not given) | 41 | 21%
CCOc1ccccc1CNC(=O)c1cnc2sc(N3CCC(C)CC3)nn2c1=O | 18 | -7%
Cc1ccc(C)c(NC(=O)C(NS(=O)(=O)c2ccc3c(c2)CCC(=O)N3)c2ccccc2)c1 (stereo not given) | 22 | 17%
Cc1cc(C)cc(C(=O)Nc2c3c(nn2-c2ccccc2C)CS(=O)(=O)C3)c1 | -10 | 2%
COc1ccc(-c2nc(SCC(=O)NCCc3ccccc3)n[nH]2)cc1 | 24 | -9%

A run of entries from the list above, as a working copy:
SMILES | HCMV inh | AmpC inh detg
Cc1ccc(NC(=O)CN2CCN(c3ccccc3F)CC2)cc1F | 5 | 20%
Cc1ccc(-n2c(=O)c3c4c(sc3n(CC(=O)Nc3ccccc3C)c2=O)CCCCC4)cc1C | 7 | 5%
CCc1ccccc1OCC(=O)Nc1ccc(S(=O)(=O)Nc2nc(C)cc(C)n2)cc1 | ? | 27%
COc1ccc(OC)c(NC(=O)CSc2ccc(-c3sc(C)nc3C)nn2)c1 | 7 | 1%
COc1ccccc1NC(=O)CN1C(=O)C(c2ccc(F)cc2)=NC1(C)C | -9 | 17%

Going on with the list:
SMILES | HCMV inh | AmpC inh detg
COc1nnc(-c2ccc(N3CCCCC3)c(NC(=O)c3ccc(C)cc3)c2)c2ccccc12 | 5 | 1%
CCN1CCc2c(sc(NC(=O)c3ccc(S(=O)(=O)N(CCOC)CCOC)cc3)c2C(N)=O)C1 | 5 | 6%
Cn1cc(S(=O)(=O)c2ccc(Cl)cc2)c(=O)c2cc(F)c(N3CCCC3)cc21 | -7 | -4%
Cc1ccc(-c2nn3c(C)nnc3c3ccccc23)cc1S(=O)(=O)NCC(C)O (stereo not given) | -5 | 14%
CCCOC(=O)c1ccc(Nc2c(C(=O)OCC)cnc3c(C)cc(Cl)cc23)cc1 | 101 | 21%
CC1=C(C(=O)Nc2ccccc2)C(c2ccccn2)n2nc(SCc3ccccc3Cl)nc2N1 (stereo not given) | ? | 2%
COc1ccc(NC(=O)C2CCN(S(=O)(=O)c3ccc4[nH]c5c(c4c3)CCCCC5)CC2)cc1 | ? | 1%
O=C(COc1ccccc1)Nc1ccc(S(=O)(=O)N(Cc2ccccc2)c2ccccc2)cc1 | 9 | 27%
COc1ccc(CNC(=O)Cn2c(SCC(=O)Nc3ccc(OC)cc3)nc3ccccc32)cc1 | -18 | 8%
CCCCOc1cccc(C(=O)N(Cc2ccc(C)o2)c2ccccn2)c1 | -39 | 16%
CCOC(=O)c1c(Nc2cc(C)cc(C)c2)nnc(-c2ccccc2)c1-c1ccccc1 | -30 | 18%
Cc1cc(=O)n(CC(=O)NCCC(C)C)c2c1c(C)nn2C | -12 | -1%
Cc1cc(OCC(=O)NCC2(N3CCOCC3)CCCCC2)ccc1Cl | 67 | 10%
CCn1cc(C(=O)N2CCN(c3cccc(C(F)(F)F)c3)CC2)c2cc(OC)c(OC)cc2c1=O | -15 | 16%
CC(=O)N1CCc2c(sc3c2c(=O)n(-c2ccccc2C)c(=O)n3Cc2cccc(F)c2)C1 | 4 | -6%
Cc1ccc(-n2c(=O)c3cccnc3n2CC(=O)Nc2cccc(C)c2C)cc1 | -63* | 4%
COc1ccc2c(Sc3ccc(Cl)cc3)c(C(=O)N3CCC(C)CC3)[nH]c2c1 | 36 | -4%
O=C(CCNS(=O)(=O)c1cccc2nsnc12)Nc1ccc(F)cc1 | -2 | 7%
CCN(CC)CCNC(=O)c1c(C)oc2ncnc(N3CCOCC3)c12 | 22 | -1%
COc1ccc2c(c1)c(=O)c(S(=O)(=O)c1ccc(Cl)cc1)cn2C | 3 | 3%
O=C(CC1(O)C(=O)N(Cc2ccccc2)c2ccc(Br)cc21)c1ccccc1 (stereo not given) | 14 | ?
Cc1ccc(CN(Cc2ccco2)c2cnc(S(C)(=O)=O)nc2C(=O)Nc2ccc(Br)cc2)o1 | 5 | 5%
O=C(c1ccco1)N1CCN(c2nc3c(Cl)cccc3s2)CC1 | ? | -7%
CCN(C(=O)c1ccc2c(=O)n3c(nc2c1)CCCCC3)c1cc(C)ccc1C | -6 | 7%
Cc1nc(S(=O)(=O)N2CCN(c3ccccc3F)CC2)cn1C | 15 | 19%
COc1ccc(N2CCN(C(=O)c3cc(S(=O)(=O)N4CCC(C)CC4)cn3C)CC2)cc1 | 12 | 0%
CC(=O)N1c2ccc(S(=O)(=O)NCC3CCC(C(=O)Nc4ccc(C)c(C)c4)CC3)cc2CC1C (stereo not given) | -17 | -9%
O=C(CSc1nc2c(oc3ccccc32)c(=O)n1-c1ccccc1F)Nc1ccccc1 | 9 | 9%
COc1cc(Cl)c(C)cc1NC(=O)C1CCN(c2nc3ccccc3n3cccc23)CC1 | 24 | 17%
O=C(NC1CC(=O)N(c2cccc(F)c2)C1)C1CCCC1 (stereo not given) | -9 | -1%
CCN(CC)c1cc(C)c2cc(NC(=O)c3cccc(OC)c3OC)ccc2n1 | ? | 10%
COc1ccc(S(=O)(=O)n2ccnc2)cc1C(C)(C)C | 16 | -2%
Cc1cccc(-c2nc(C(N)=O)c3c(n2)n(-c2ccc4c(c2)OCO4)c(=O)n3C)c1 | 7 | 3%
COc1ccc(OCC(=O)Nc2ccccc2C(=O)OCc2cc(=O)n3nc(C)sc3n2)cc1 | -22 | -1%
COc1ccccc1CNC(=O)COCc1cc(-c2ccc3c(c2)OCO3)on1 | 0 | 1%
NC(=O)C1CCN(C(=O)c2ccccc2NC(=O)c2nsc3ccccc23)CC1 | 0 | 7%
COc1ccc(S(=O)(=O)NCc2nc(-c3ccccc3)no2)cc1 | -3 | 17%
O=c1c2ccccc2nc(-c2ccc(Cl)cc2)n1CCCOc1ccccc1F | 34 | -4%
COc1cc(-c2noc(CCC(=O)Nc3cc(C)ccc3C)n2)cc(OC)c1OC | -17 | 8%
O=C(Nc1nc2n(n1)C(c1ccc(F)cc1)C=C(c1ccccc1)N2)c1ccc(Cl)cc1 (stereo not given) | -29 | 19%
Fc1ccc(C(c2nnc(-c3ccccc3)o2)N2CCN(c3ccccc3)CC2)c(Cl)c1 (stereo not given) | -34 | -1%
Cc1ccc(NC(=O)C2CCCN(S(=O)(=O)c3ccc4c(c3)CCCC(=O)N4)C2)cc1Cl (stereo not given) | -35 | 20%
COc1ccccc1C(=O)Nc1cc2c(cc1N1CCCC1)n(C)c(=O)c(=O)n2C | 11 | 1%
Cc1cccc(NC(=O)CSc2nc(=O)n(CCN3CCOCC3)c3c2CCC3)c1 | 35 | 5%
CCN1C(=O)c2ccccc2Sc2ccc(NC(=O)c3ccc(C#N)cc3)cc21 | -1 | 10%
COc1ccc(N(Cc2cccs2)C(=O)COc2cc(C)c(Cl)c(C)c2)cc1 | -99* | 0%
N#C/C(=C/c1cn(Cc2ccc(F)cc2)c2ccccc12)C(=O)Nc1cccc(Cl)c1 | -23 | 13%
COc1ccc(C(CNC(=O)COc2cc(C)cc(C)c2)N2CCCCC2)cc1 (stereo not given) | -3 | 18%
Cc1cc(NC(=O)CCNS(=O)(=O)c2cccc3nsnc23)ccc1Br | 7 | -5%
COc1ccccc1NC(=O)C(=O)NCC(c1cccnc1)N1CCc2ccccc2C1 (stereo not given) | 8 | 11%
O=C(NCc1ccccc1Cl)c1ccc2oc(=O)n(Cc3ccccc3)c2c1 | -21 | 4%
CCOC(=O)C1CCN(C(=O)CCS(=O)(=O)c2cc3c(cc2Cl)NC(=O)CO3)CC1 | 12 | 7%
O=C(OCc1cc(=O)n2nc(-c3cccs3)sc2n1)c1cccc(Cl)c1 | 8 | 24%
Cc1ccc(Sc2c(C)nn(C(=O)c3ccc(Br)cc3)c2C)cc1 | 13 | -2%
Cc1cc(C)cc(Nc2ncnc3sc4c(c23)CCCC4)c1 | 0 | -3%
CCN(CC)C(=O)C1=C(C)Nc2nc3ccccc3n2C1c1ccc(Br)cc1 (stereo not given) | -4 | 17%
Cc1cc(C)cc(C(=O)Nc2c(C(=O)Nc3ccccc3F)oc3ccccc23)c1 | 1 | 0%
Cc1ccc(NC(=O)C2CCCN2S(=O)(=O)c2cccc3nsnc23)cc1Cl (stereo not given) | -21 | 9%
Cc1cc(C)cc(NC(=O)Cn2c(=O)oc3cc(S(=O)(=O)N4CCCC4)ccc32)c1 | 26 | 16%
COc1ccc(NC(=O)CSc2nnc(-c3ccc(C)cc3)o2)cc1 | 41 | 7%

Further records follow.
SMILES | HCMV inh | AmpC inh detg
Cc1c(Cl)cccc1NC(=O)c1ccc(C(=O)Nc2cccc(Cl)c2C)cc1 | -40 | 9%
CCOC(=O)c1ccc(NC(=O)CSc2nc3ncc(Br)c(C)c3[nH]2)cc1 | -12 | -5%
CC(C)c1nn2c(=O)cc(COC(=O)c3ccc(NC(=O)CCc4ccccc4)cc3)nc2s1 | 7 | 11%
COc1cccc2cc(-c3nc(-c4ccccc4F)no3)c(=O)oc12 | -33 | 11%
CCc1ccccc1Nc1nn2c(=O)c3ccc(C(=O)NC(C)C)cc3nc2s1 | 5 | 4%
Cc1cccc(Cn2c(=O)n(CCc3ccccc3)c(=O)c3sc4ccccc4c32)c1 | -95* | -3%
COc1ccc(CCNC(=O)CCc2c(C)nc3c(c(C)nn3-c3ccc(C)c(C)c3)c2C)cc1OC | 16 | -2%
CCN(c1cccc(C)c1)C(CNS(=O)(=O)c1ccccc1)c1ccccc1 (stereo not given) | 11 | -3%
CC(=O)c1cccc(Nc2nn(-c3ccc(OC(F)(F)F)cc3)nc2C(C)=O)c1 | -12 | 21%
COc1ccc2c(c1)-c1nc(NC(=O)c3ccc(Cl)cc3)sc1CC2 | ? | 21%
O=C(NCC1(c2ccccc2)CCCC1)C(=O)Nc1cccc(C(F)(F)F)c1 | 24 | 24%
Cc1ccc(Cn2cc(CCC(=O)NCc3ccccc3F)c3ccccc32)cc1 | ? | -1%
Cc1cc(C)cc(NS(=O)(=O)c2ccc(N3CCCCS3(=O)=O)cc2)c1 | ? | -2%
Cc1ccc(Cl)cc1N1CCN(C(=O)c2ccc3c(c2)N(Cc2ccccc2F)C(=O)c2ccccc2S3=O)CC1 (stereo not given) | -13 | 8%
CCN(CC)S(=O)(=O)c1ccc2c(c1)N(CC(=O)Nc1c(C)cc(C)cc1C)C(=O)CS2 | -12 | 0%

One compound at a time, as listed above.
Shown for `CCn1cc(C(=O)N2CCN(c3cccc(C(F)(F)F)c3)CC2)c2cc(OC)c(OC)cc2c1=O` = HCMV inh = -15; AmpC inh detg = 16%
Shown for `COc1ccccc1C(=O)Nc1cc2c(cc1N1CCCC1)n(C)c(=O)c(=O)n2C` = HCMV inh = 11; AmpC inh detg = 1%
Shown for `NC(=O)C1CCN(C(=O)c2ccccc2NC(=O)c2nsc3ccccc23)CC1` = HCMV inh = 0; AmpC inh detg = 7%

Rewritten with two lines to a compound: part of the list above
Values run as follows: HCMV inh	AmpC inh detg
Cc1c(Cl)cccc1NC(=O)c1ccc(C(=O)Nc2cccc(Cl)c2C)cc1
 : -40	9%
CCOC(=O)c1ccc(NC(=O)CSc2nc3ncc(Br)c(C)c3[nH]2)cc1
 : -12	-5%
CC(C)c1nn2c(=O)cc(COC(=O)c3ccc(NC(=O)CCc4ccccc4)cc3)nc2s1
 : 7	11%
COc1cccc2cc(-c3nc(-c4ccccc4F)no3)c(=O)oc12
 : -33	11%
CCc1ccccc1Nc1nn2c(=O)c3ccc(C(=O)NC(C)C)cc3nc2s1
 : 5	4%
Cc1cccc(Cn2c(=O)n(CCc3ccccc3)c(=O)c3sc4ccccc4c32)c1
 : -95*	-3%

Remaining list, next part.
SMILES | HCMV inh | AmpC inh detg
COC(=O)CC1Oc2ccc(F)cc2-n2cc(-c3ccc(C)cc3)nc21 (stereo not given) | -39 | 1%
CCC(C)NC(=O)CSc1nc2n[nH]c(C)c2c(=N)n1-c1cc(Cl)ccc1C (stereo not given) | -27 | -1%
CCn1cc(C(=O)NCc2ccccc2)c(=O)c2cc(S(=O)(=O)N3CCCCCC3)ccc21 | -37 | 1%
COc1cccc(OCCn2c(-c3ccc(Cl)cc3)nc3ccccc3c2=O)c1 | 21 | 12%
